NR3A LBD binder: binders of NR3A ligand-binding domain, primary screen, biophysical, differential scanning fluorimetry, uHTS. Glutamate receptor ionotropic, NMDA 3A (GRIN3A) ligand-binding domain. NR3A LBD differential scanning fluorimetry, Tm shift; 0% = protein alone, 100% = glycine-bound protein. Tm shift relative to glycine control, % at 25 µM. 2.5% of 340,000 active. AID 1259313, 2017;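 active = melting temperature shift of at least 10% of the positive control shift, at one fixed dose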
APOBEC3G inh: APOBEC3G DNA deaminase inhibitors, primary screen, biochemical, fluorescence, single-stranded DNA substrate, uHTS | DNA dC->dU-editing enzyme APOBEC-3G (Homo sapiens), Q9HC16 | recombinant A3G, ssDNA deamination FAM/TAMRA fluorescence | inhibition, % at 20 µM | 0.28% of 330,000 active;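 active = inhibition of at least 40% at 20 µM, with no more than 30% in the related APOBEC3A deaminase screen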;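 note: plate controls were DMSO wells with A3G for no effect and wells lacking A3G enzyme for full effect; some compounds called inactive have numbers as strong as hits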
CCR6 antag: CCR6 receptor antagonists, primary screen, cell-based, CHO-K1, luminescence, beta-arrestin, uHTS | CHO-K1 CCR6 PathHunter beta-arrestin, CCL20-stimulated | inhibition, % at 20 µM | AID 493098, 2011 | C-C chemokine receptor type 6 (Homo sapiens), P51684 | 0.49% of 340,000 active;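 active = compounds whose inhibition of the agonist-driven luminescence signal at 20 µM reaches about 50%, limit read from the data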;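 note: cells stimulated with CCL20 at 14 nM final; plate controls were DMSO with CCL20 for no effect and DMSO without agonist for full effect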
Target sequence (P51684 whole entry, looked up): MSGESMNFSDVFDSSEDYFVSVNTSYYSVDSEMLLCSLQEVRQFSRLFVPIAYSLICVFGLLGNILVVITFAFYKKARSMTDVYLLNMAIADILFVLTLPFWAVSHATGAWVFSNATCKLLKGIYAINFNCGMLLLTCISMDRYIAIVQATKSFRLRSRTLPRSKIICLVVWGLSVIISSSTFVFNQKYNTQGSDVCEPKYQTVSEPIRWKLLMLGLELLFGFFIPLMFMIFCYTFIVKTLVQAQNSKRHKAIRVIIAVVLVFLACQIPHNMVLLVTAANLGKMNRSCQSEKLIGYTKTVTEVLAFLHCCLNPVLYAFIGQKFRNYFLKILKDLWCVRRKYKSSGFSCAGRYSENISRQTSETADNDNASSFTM
Gli-Sufu antag: Gli-Sufu pathway antagonists, primary screen, luciferase luminescence, Sufu-KO-LIGHT cells, uHTS | inhibition, % at 5 µM | Sufu-KO-LIGHT fibroblasts, Gli luciferase reporter luminescence | 0.74% of 340,000 active | AID 588413, 2011;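 active = inhibition above about 55%, limit read from the data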;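 note: 0% = DMSO-treated cells and 100% = wells with medium but no cells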
APOBEC3A inh: APOBEC3A ssDNA deaminase inhibitors, primary screen, selectivity assay for APOBEC3G inhibitor project, biochemical, FAM/TAMRA oligo cleavage fluorescence; inhibition, % at 20 µM; DNA dC->dU-editing enzyme APOBEC-3A (Homo sapiens), P31941; 0.41% of 330,000 active; AID 493011, 2011; recombinant A3A, FAM/TAMRA ssDNA deamination fluorescence;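 active = at least 40% inhibition at 20 µM here, with at most 30% in a related deaminase screen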;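 note: plate controls were A3A with DMSO for no effect and wells lacking A3A enzyme for full effect; some results filed as inactive read as strong as hits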
CXCR6 block: CXCR6 receptor inhibitors, primary screen, cell-based, beta-arrestin, luminescence, CHO-K1 PathHunter, 1536-well | C-X-C chemokine receptor type 6 (Homo sapiens), O00574 | inhibition, % at 20 µM | 0.36% of 360,000 active; in the data active = inhibition above about 34%, passing the limit was not always enough;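 note: antagonist mode with CXCL16 agonist at 10 nM final; 0% = 10 nM CXCL16 with DMSO and 100% = unstimulated wells without agonist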
Target sequence (O00574 whole entry, looked up): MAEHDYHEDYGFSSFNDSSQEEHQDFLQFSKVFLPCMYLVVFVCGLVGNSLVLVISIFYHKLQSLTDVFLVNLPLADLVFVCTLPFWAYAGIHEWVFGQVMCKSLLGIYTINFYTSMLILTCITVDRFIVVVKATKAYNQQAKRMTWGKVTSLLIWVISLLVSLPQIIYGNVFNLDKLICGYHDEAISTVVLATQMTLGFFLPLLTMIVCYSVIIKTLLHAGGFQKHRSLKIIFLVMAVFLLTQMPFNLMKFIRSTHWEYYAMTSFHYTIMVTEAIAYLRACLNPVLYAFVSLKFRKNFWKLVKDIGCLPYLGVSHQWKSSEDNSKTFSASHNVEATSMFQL
MPTP block: mitochondrial permeability transition pore inhibitors, primary screen, biochemical, isolated mouse mitochondria, absorbance | Ca2+ swelling absorbance, 30 min | 1.4% of 360,000 active | AID 602449, 2012 | inhibition, % at 10 µM;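 active = inhibition of 50% or more, scaled per plate between neutral and stimulator controls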;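 note: 0% = DMSO wells given calcium and 100% = 1 mM EGTA wells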
EBI2 antag: EBI2 receptor antagonists, beta-arrestin recruitment, primary screen, cell-based, luminescence, 7a,25-OHC stimulation, uHTS; 7a,25-OHC stimulated; inhibition, % at 5 µM; 0.81% of 360,000 active; in the data active = inhibition above about 38%;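 note: enzyme fragment complementation signal reports receptor beta-arrestin coupling in cells; 0% = agonist plus DMSO wells and 100% = wells without agonist; some results beyond the cut were filed as inactive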
Target sequence (P32249 whole entry, looked up, the tested form may be a part): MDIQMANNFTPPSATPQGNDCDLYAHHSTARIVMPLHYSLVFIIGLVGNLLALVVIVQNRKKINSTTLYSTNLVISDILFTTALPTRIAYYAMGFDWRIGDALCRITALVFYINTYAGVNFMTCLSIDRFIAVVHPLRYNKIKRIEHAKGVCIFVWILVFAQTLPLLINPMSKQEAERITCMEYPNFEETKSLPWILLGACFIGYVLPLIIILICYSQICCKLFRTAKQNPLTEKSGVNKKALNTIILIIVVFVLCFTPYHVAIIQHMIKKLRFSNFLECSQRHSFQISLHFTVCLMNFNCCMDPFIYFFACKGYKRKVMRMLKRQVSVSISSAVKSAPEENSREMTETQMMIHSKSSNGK
* = called active by the depositor.

Second line of a record: NR3A LBD binder | APOBEC3G inh | CCR6 antag | Gli-Sufu antag | APOBEC3A inh | CXCR6 block | MPTP block | EBI2 antag
CCOC(=O)c1ccc(NC(=O)Cn2nnc3ccccc32)cc1
 : -1 | -1 | 7 | -38 | 0 | -9 | 2.5 | -12
CS(=O)(=O)N1CCN(c2ccccc2NC(=O)c2cccc3ccccc23)CC1
 : -1 | 1 | -4 | 4 | 3 | -4 | -0.3 | 5
Cc1cccc2[nH]c(CCNC(=O)C3CCC(=O)N(CCc4cccc(F)c4)C3)nc12 (centres undefined)
 : -1 | -8 | 9 | -3 | -8 | -14 | -0.2 | -8
COCC(C)N=C1NN=C(c2cc(C)n(Cc3ccccc3Cl)c2C)CS1 (centres undefined)
 : -2 | -2 | 6 | 11 | -2 | -1 | 79* | -6
CCOc1ccccc1Nc1nnc(SC(C)C(=O)Nc2nc(-c3ccccc3)cs2)s1 (centres undefined)
 : 3 | -1 | -2 | -5 | 6 | -1 | -0.8 | 1
CC(=O)Nc1ccc(S(=O)(=O)N2CCN(CCCOc3cc(C)ccc3C)CC2)cc1
 : -3 | -2 | 4 | 16 | 2 | -12 | 1.3 | 18
CCOC(=O)C1=C(C)C(c2ccccc2OC)NC(=O)N1 (centres undefined)
 : 1 | -7 | -5 | -18 | -3 | 3 | 1.7 | -6
CCCN(CC(=O)Nc1ccc(C(N)=O)cc1)CC(=O)Nc1ccccc1C
 : -3 | -6 | 9 | -2 | 17 | -1 | -0.2 | -10
CCCC1(C(=O)OC)NC(c2cc(OC)c(OC)c(OC)c2)C2C(=O)N(CC)C(=O)C21 (centres undefined)
 : 1 | 2 | 4 | 4 | 4 | 4 | 0.6 | 4
CC(C)Cn1c(N)c(C(=O)COC(=O)Cc2cccc(C(F)(F)F)c2)c(=O)n(C)c1=O
 : -4 | 0 | 21 | 11 | 2 | -9 | 5.4 | -8
COc1ccc(O)c(C(=O)c2cnn(C(=O)c3cccc(S(=O)(=O)N4CCOCC4)c3)c2)c1
 : -1 | -13 | 1 | -2 | 6 | -10 | -2.3 | 2
COc1ccc(/C=N/n2c(SC)nnc(C(C)(C)C)c2=O)cc1
 : -1 | -9 | 11 | 3 | -19 | 3 | 1.5 | -3
O=S(=O)(c1ccc(F)cc1)N1CCN(c2ccccc2)CC1
 : -2 | -5 | 9 | 33 | 0 | -4 | 2.2 | 4
CC1(C)Cc2cccc(OCC(=O)Nc3ccccc3C(F)(F)F)c2O1
 : 4 | -5 | 6 | -5 | 2 | 2 | 0.0 | -6
COc1cc(C(=O)NCc2cccnc2)ccc1OCC(=O)Nc1cccc(C(F)(F)F)c1
 : 1 | -7 | 12 | 29 | -3 | -7 | 4.0 | -10
Cc1ccc(C)c(C(=O)CN2C(=O)NC3(CCCCCC3)C2=O)c1
 : 2 | -13 | 8 | -7 | -4 | -12 | -1.1 | 10
CN1CCN(S(=O)(=O)c2ccc(Oc3ccc(F)c(Cl)c3)nc2)CC1
 : 0 | -1 | 5 | 2 | 4 | -7 | -0.1 | 7
Cc1ccc(CN2CCN(/N=C/c3cc(Br)cc(Br)c3O)CC2)c(C)c1
 : -3 | -10 | 24 | -6 | -3 | -5 | 5.7 | -3
Cc1cc(=O)oc2cc(NC(=O)C3CC(=O)N(Cc4ccccc4)C3)ccc12 (centres undefined)
 : 2 | -2 | 12 | 4 | 0 | 3 | 2.6 | -1
CCc1cc2c3c(c1)C1(C(=O)N3C(C)(C)CC2C)C(C#N)=C(N)N2C(=C1C#N)Nc1ccccc12 (centres undefined)
 : -6 | -8 | -9 | 12 | -5 | -5 | -1.0 | 7
C[C@]12CCC(=O)C=C1CCC1C2CC[C@@]2(C)C1CCC21OCCO1 (some centres undefined)
 : -3 | -6 | 11 | 8 | 0 | 2 | 0.6 | 7
C=CCOc1ccccc1CN1CCC(Oc2ccc(C(=O)N3CCCCC3)cc2)CC1
 : -1 | -5 | 14 | 26 | 1 | 3 | -0.4 | -3
Cc1ccccc1NC(=S)NC(=O)C1CCCCC1
 : -3 | 0 | 22 | 2 | -1 | -2 | -0.9 | -2
CN(Cc1ccccc1F)C(=O)C1CCCN(C(=O)c2ccc(Cl)cc2)C1 (centres undefined)
 : -2 | -11 | 11 | 2 | -2 | 5 | -1.3 | 25
CSc1nnc(CNC(=O)C23CC4CC(CC(C4)C2)C3)n1Cc1ccccc1
 : 0 | -10 | -8 | 1 | -1 | -8 | 1.0 | -3
O=C(Cn1nnc(-c2ccc(Cl)cc2)n1)NC1CCN(Cc2ccccc2)CC1
 : 0 | 4 | -7 | 8 | 7 | -4 | 16 | -1
COc1ccc(NC(=O)C2CCN(C(=O)c3cccs3)CC2)cc1
 : -1 | -5 | 6 | -14 | -4 | 3 | 1.6 | 0
CCOc1cc(N2CCOCC2)c(OCC)cc1NC(=O)c1c(-c2ccccc2)noc1C
 : -2 | 0 | 9 | 9 | -1 | -4 | -0.2 | 7
CCOC(=O)N1CCN(C(=O)CNC(=O)c2nn(-c3ccc(OC)c(OC)c3)c(=O)c3ccccc23)CC1
 : 0 | -6 | 9 | 19 | -2 | 2 | -1.6 | -12
Cn1c(=O)[nH]c(=O)c2c1ncn2CCN1CCCCC1
 : 0 | -6 | -6 | -1 | 1 | -1 | -4.2 | -5

Ordered by length of the SMILES (descending): some entries from above.
Second line of a record: NR3A LBD binder | APOBEC3G inh | CCR6 antag | Gli-Sufu antag | APOBEC3A inh | CXCR6 block | MPTP block | EBI2 antag
CCCN(CC(=O)Nc1ccc(C(N)=O)cc1)CC(=O)Nc1ccccc1C
 : -3 | -6 | 9 | -2 | 17 | -1 | -0.2 | -10
CC1(C)Cc2cccc(OCC(=O)Nc3ccccc3C(F)(F)F)c2O1
 : 4 | -5 | 6 | -5 | 2 | 2 | 0.0 | -6
COc1ccc(/C=N/n2c(SC)nnc(C(C)(C)C)c2=O)cc1
 : -1 | -9 | 11 | 3 | -19 | 3 | 1.5 | -3

Next part:
Second line of a record: NR3A LBD binder | APOBEC3G inh | CCR6 antag | Gli-Sufu antag | APOBEC3A inh | CXCR6 block | MPTP block | EBI2 antag
CCC(c1nnc(SCC(=O)Nc2ccc(Cl)cc2C(F)(F)F)n1C1CCCCC1)N(C)C (centres undefined)
 : 1 | 1 | 4 | -2 | 1 | -1 | 1.0 | 6
COc1ccccc1N(CC(=O)NCc1ccccc1C)S(=O)(=O)c1ccc(C)cc1
 : -3 | -12 | 23 | -8 | -4 | 1 | 0.8 | -2
Cc1nn(C)c(C)c1NC(=O)COc1ccc(Cl)cc1Br
 : 3 | -10 | -4 | 14 | -4 | -10 | 1.3 | -1
CCCCCn1c(=O)c(-c2nc3ccccc3[nH]2)c(O)c2ccccc21
 : 0 | -9 | -3 | -5 | -2 | -10 | 0.8 | 2
Cc1ccc(S(=O)(=O)N(C)C)cc1NC(=O)C(C)NC(C)c1cccs1 (centres undefined)
 : 0 | -4 | 7 | -10 | -6 | 0 | -2.1 | -7
COc1ccc(N2CCN(C(=O)c3cc(C)oc3C)CC2)cc1
 : 0 | -7 | 15 | -3 | -4 | 7 | -0.3 | 1
COc1ccc(CNC(=O)CSc2nc3c(oc4ccccc43)c(=O)n2CC2CCCO2)cc1 (centres undefined)
 : 1 | -9 | 7 | 6 | 2 | 5 | 0.5 | 2
CC1OC23CCCCC2C(C#N)(C(=N)O3)C1(C#N)C#N (centres undefined)
 : 1 | 1 | 5 | -7 | -1 | -12 | -1.6 | 2
O=C(CSc1nc2ccsc2c(=O)n1NC(=O)c1ccccc1)NCc1ccco1
 : 3 | 2 | -2 | -2 | 10 | 0 | -2.0 | -8
COc1ccc(NCc2nnc(SCc3ccc(Cl)cc3)n2-c2ccccc2)cc1
 : 2 | 0 | 8 | 13 | 0 | 0 | 1.9 | 24
Cc1cccc(-n2ncc3c(Nc4c(C)n(C)n(-c5ccccc5)c4=O)ncnc32)c1
 : -2 | 1 | 3 | -20 | 7 | -3 | -1.2 | 1
Cc1nc(NC(=O)/C=C/c2ccco2)sc1C
 : 0 | 2 | 9 | 18 | 10 | 11 | 0.3 | 3
O=C(c1ccco1)N1CCN(Cc2cccnc2)CC1
 : -1 | -3 | -4 | 3 | -2 | -1 | -0.5 | 0
CCOC(=O)c1cc2c(=O)n3ccccc3nc2n(Cc2ccco2)c1=NC(=O)c1ccccc1OCC
 : 0 | 7 | 6 | -6 | 4 | 13 | 0.7 | 3
Cc1cc(C(=O)Nc2c(C)n(C)n(-c3ccccc3)c2=O)on1
 : -2 | -11 | 1 | 6 | -3 | -6 | -0.1 | -8
Cn1ncc(C#N)c1NC(=O)c1nn2cccnc2c1Cl
 : 2 | -7 | 5 | -92 | -1 | 1 | -1.2 | -6
Cc1cc(C)n(Cc2ccc(Cl)nc2)n1
 : -1 | -2 | 8 | -1 | -3 | 2 | -0.5 | 0
CCN(CC)CCCNc1nc(-c2ccccc2)nc2ccccc12
 : 0 | -6 | 2 | 1 | -5 | 3 | 2.8 | 5
COc1cccc(NC(=O)COC(=O)c2c3c(nc4ccccc24)CCC(C)C3)c1 (centres undefined)
 : 19* | -4 | 8 | 10 | 3 | 5 | 7.4 | 5
CCc1nc(N)c(C#N)c(-c2ccccc2OC)c1C
 : -2 | -7 | -1 | 8 | -4 | -4 | -1.1 | -6
N#C/C(=C\c1ccc(O)cc1)C(=O)NCc1ccccc1
 : 0 | -3 | 7 | 5 | 1 | 8 | -0.4 | 0
COc1ccccc1/C=C/C=N/NC(=O)c1ccccn1
 : 4 | -4 | 8 | -90 | 0 | -4 | -3.1 | -30
CN(C)S(=O)(=O)N1CCc2ccccc2C1
 : -1 | 2 | -6 | 2 | 4 | -6 | 0.2 | 10
CS(=O)(=O)c1ccc(Cl)c(NC(=O)Cc2c(Cl)cccc2Cl)c1
 : -2 | 0 | 15 | 0 | 1 | 1 | 0.6 | -3
Cc1cccc(NC(=O)N2CCN(Cc3ccccc3)CC2)c1
 : -1 | -7 | -8 | -25 | 0 | 1 | 0.8 | 3
COC(=O)c1cn[nH]c1N
 : -2 | 2 | -5 | 1 | 4 | -6 | -3.6 | -7
NS(=O)(=O)c1cccc(NC(=O)COC(=O)CCC(=O)c2cccs2)c1
 : 2 | -4 | 0 | -6 | 0 | -3 | 0.2 | 2
Cc1csc(NC(=O)C(Cc2ccccc2)n2cccc2)n1 (centres undefined)
 : -1 | -9 | 14 | -11 | -5 | 5 | 0.7 | -1
Clc1ccc(-n2ncc3c(NCCCn4ccnc4)ncnc32)cc1
 : -4 | -4 | 6 | -36 | 0 | -6 | -1.3 | -1
COc1ccc(/C=C(\NC(=O)c2ccc([N+](=O)[O-])cc2)C(=O)N2CCOCC2)cc1
 : -2 | -5 | -4 | 5 | 0 | 1 | -0.4 | -6
O=[N+]([O-])c1ccc(Cl)c2cccnc12
 : 12* | -8 | 5 | -4 | -3 | -3 | -0.4 | -11
COc1cc(C2SCC(=O)N2CCN2CCCCC2)ccc1O (centres undefined)
 : 2 | -9 | -7 | -4 | -4 | 0 | -1.2 | -9
CC(C)(C)C(O)(CC#CCN1CCCC1)c1ccccc1 (centres undefined)
 : -1 | -3 | 20 | 9 | -1 | -1 | -0.4 | -8
CCOc1ccc(C2C(C(=O)c3ccc(C)o3)=C(O)C(=O)N2CCN2CCOCC2)cc1OC (centres undefined)
 : 1 | -1 | -11 | -17 | 1 | 2 | -0.7 | -17
CCCc1cc(=O)[nH]c(SCc2ccccc2)n1
 : -1 | -6 | 2 | 0 | 1 | -5 | -0.9 | -5
CCC1CC(/C(C)=N/NC(N)=O)OC1=O (centres undefined)
 : -1 | -3 | -1 | -5 | -2 | 2 | -0.8 | -10

Screening data as filed in PubChem.
